Bcl-B Bim block: inhibitors of Bim-Bcl-B binding, primary screen, biochemical, multiplexed, human Bcl-2 family; Bcl-2-like protein 10 (Homo sapiens), Q9HD36; bead-based flow cytometry, Bim peptide-Bcl-B binding; inhibition, % at 10 µM; 0.073% of 190,000 active; AID 951, 2007;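 note: 0% = tracer peptide without compound and 100% = reference inhibitor peptide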
RGS8-Gao reg: RGS8-Galphao binding modulators, primary screen, biochemical, multiplexed bead flow cytometry. Guanine nucleotide-binding protein G(o) subunit alpha (Homo sapiens), P09471. actives lie on both sides. response (percent of control binding), % at 10 µM. 0.34% of 220,000 active; in the data active = response below about 60% or above about 140%; inactive = in between;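 note: Galphao activated as the GDP aluminium fluoride complex binding bead-coupled RGS8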
Target sequence (P09471 whole entry, looked up): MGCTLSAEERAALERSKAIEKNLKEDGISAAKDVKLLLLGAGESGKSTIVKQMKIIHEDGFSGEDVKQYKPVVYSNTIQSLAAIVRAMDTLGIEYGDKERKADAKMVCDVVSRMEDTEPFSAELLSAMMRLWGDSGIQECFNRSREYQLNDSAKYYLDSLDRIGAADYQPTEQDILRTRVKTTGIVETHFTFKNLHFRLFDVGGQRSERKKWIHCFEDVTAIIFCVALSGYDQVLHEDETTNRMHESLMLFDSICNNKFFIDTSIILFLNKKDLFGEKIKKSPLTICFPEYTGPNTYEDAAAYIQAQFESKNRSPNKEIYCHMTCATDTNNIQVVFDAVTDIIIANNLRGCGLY
Mcl1 Bid PPI: Mcl-1/Bid binding inhibitors, primary screen, biochemical, TR-FRET, 1536-well; Induced myeloid leukemia cell differentiation protein Mcl-1 (Homo sapiens), Q07820; inhibition, % at 21.7 µM; TR-FRET Mcl-1/Bid-Dy647 peptide binding; 0.97% of 220,000 active;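 active = compounds that cut the binding signal by more than half at the single screening dose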;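 note: His-tagged Mcl-1 with europium anti-His antibody binding Bid BH3 peptide; 0% = Mcl-1 plus peptide wells and 100% = peptide-only wells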
Target sequence (Q07820 whole entry, looked up): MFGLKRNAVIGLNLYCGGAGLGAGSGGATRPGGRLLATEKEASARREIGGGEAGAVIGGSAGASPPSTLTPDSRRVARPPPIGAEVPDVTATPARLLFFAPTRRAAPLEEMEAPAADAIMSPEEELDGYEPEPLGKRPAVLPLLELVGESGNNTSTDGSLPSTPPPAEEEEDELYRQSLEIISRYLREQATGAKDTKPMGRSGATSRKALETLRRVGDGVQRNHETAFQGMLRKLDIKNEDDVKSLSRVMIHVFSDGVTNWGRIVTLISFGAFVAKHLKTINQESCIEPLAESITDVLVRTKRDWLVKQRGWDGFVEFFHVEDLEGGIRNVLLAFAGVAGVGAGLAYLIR
GSH fluor: compound fluorescence on glutathione beads, profiling panel, artefact control, biophysical, 488/530 nm, flow cytometry | 0.25% of 190,000 active | AID 1776, 2009 | GSH beads flow cytometry, compound fluorescence 488/530 nm; active compounds read high | fluorescence (KMESF) at 10 µM; in the data active = fluorescence above about 89;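 note: glutathione beads carrying GST-tagged Bcl family fusion proteins plus one bare bead set; values are compound well signal with DMSO vehicle wells as background; inactives centre near 16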
Bim-Mcl-1: inhibitors of Bim peptide binding to Mcl-1, primary screen, biochemical, bead-based flow cytometry, multiplex; 0.1% of 190,000 active; Bim peptide-Mcl-1 binding; Induced myeloid leukemia cell differentiation protein Mcl-1 (Homo sapiens), Q07820; inhibition, % at 10 µM;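 note: 0% = no compound tracer wells and 100% = peptide blocker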
RGS4-Gao reg: modulators of RGS4 binding to Galphao, primary screen, biochemical, multiplexed bead flow cytometry. 0.33% of 220,000 active. AID 1415, 2008. binding response (% of control), % at 10 µM. actives lie on both sides; in the data active = binding response below about 49% or above about 150%; inactive = in between;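 note: fluorescent Galphao activated with aluminum fluoride binding bead-coupled RGS4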
Bim-Bfl-1: inhibitors of Bim binding to Bfl-1, primary screen, biochemical, multiplexed, bead-based flow cytometry. inhibition, % at 10 µM. Bim-Bfl-1 binding inhibition. 0.12% of 190,000 active;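 note: 0% = wells without compound plus tracer and 100% = blocker peptide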
Bcl-W Bim block: inhibitors of Bim binding to Bcl-W, primary screen, biochemical, multiplexed, bead-based flow cytometry | Bcl-2-like protein 2 (Homo sapiens), Q92843 | Bim peptide-Bcl-W binding | inhibition, % at 10 µM | 0.02% of 190,000 active | AID 952, 2007;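 note: 0% = bound tracer without compound and 100% = peptide blocker; higher means less fluorescent Bim peptide bound to Bcl-W beads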
Bim-Bcl-2: inhibitors of Bim-Bcl-2 binding, primary screen, biochemical, multiplexed, human Bcl-2 family | Apoptosis regulator Bcl-2 (Homo sapiens), P10415 | Bead-based flow cytometry, Bim peptide-Bcl-2 binding | inhibition, % at 10 µM | 0.06% of 190,000 active | AID 950, 2007; in the data active = inhibition above about 40%;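 note: 0% = no compound wells with probe peptide and 100% = reference peptide inhibitor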
RGS7-Gao reg: RGS7-Galphao binding modulators, primary screen, biochemical, multiplexed bead flow cytometry; Guanine nucleotide-binding protein G(o) subunit alpha (Homo sapiens), P09471; actives lie on both sides; binding response (% of control), % at 10 µM; 0.35% of 220,000 active; AID 1439, 2008; in the data active = binding response below about 49% or above about 150%;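 note: fluorescent Galphao held in activated GDP-AlF4 state binding bead-coupled RGS7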
Bcl-XL Bim block: inhibitors of Bim-Bcl-XL binding, primary screen, biochemical, multiplexed, bead flow cytometry, human Bcl-XL. Bcl-2-like protein 1 (Homo sapiens), Q07817. Bim peptide-Bcl-XL binding, fluorescence. inhibition, % at 10 µM. 0.04% of 190,000 active. AID 1007, 2008
Target sequence (Q07817 whole entry, looked up): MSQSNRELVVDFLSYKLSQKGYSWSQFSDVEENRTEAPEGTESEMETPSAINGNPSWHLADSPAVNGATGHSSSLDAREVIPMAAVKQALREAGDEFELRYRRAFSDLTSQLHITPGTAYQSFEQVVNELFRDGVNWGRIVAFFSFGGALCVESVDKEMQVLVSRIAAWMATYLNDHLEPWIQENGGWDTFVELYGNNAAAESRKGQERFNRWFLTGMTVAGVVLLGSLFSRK
An asterisk follows results filed as active; x = not tested or not shown. Cut-off read from the data, not from the text of the source, unless noted: active = inhibition above about 40%.

1) O=C(CCN1C(=O)/C(=C/c2ccc(F)cc2)SC1=S)NNC(=O)c1ccncc1
2) COc1ccc(/C=C/CN2CCCC(C(=O)c3cc(F)ccc3F)C2)cc1 (stereo not drawn)
3) CCc1ccc2[nH]c(=O)c(C(c3nnnn3CC3CCCO3)N3CCN4CCCC4C3)cc2c1 (stereo not drawn)
4) CC1Cc2ccccc2N1C(=O)CSc1nnnn1C(C)C (stereo not drawn)
5) CCOC(=O)CSc1nnc(CNc2ccc(Cl)cc2)n1-c1ccccc1
entry no. | 1 | 2 | 3 | 4 | 5
Bcl-B Bim block | 0 | -5 | -9 | 2 | -4
RGS8-Gao reg | 104 | 98 | 98 | 101 | 99
Mcl1 Bid PPI | -17 | -45 | 95* | 13 | -19
GSH fluor | 22 | 19 | 30 | 36 | 13
Bim-Mcl-1 | 6 | -1 | 1 | 3 | -1
RGS4-Gao reg | 102 | 101 | 98 | 100 | 99
Bim-Bfl-1 | 5 | -4 | -12 | -1 | -3
Bcl-W Bim block | 2 | -1 | 1 | 2 | -1
Bim-Bcl-2 | 2 | -8 | -8 | 0 | -3
RGS7-Gao reg | 104 | 101 | 102 | 100 | 102
Bcl-XL Bim block | 0 | -6 | -6 | 4 | -4

6) CC(=O)NS(=O)(=O)c1ccc(NC(=O)c2ccc3c(c2)C(=O)N(CCC(C)C)C3=O)cc1
7) O=C(c1ccc(N2CCCCC2)c([N+](=O)[O-])c1)N1CCOCC1
8) Clc1ccc(CN(CC2CCCO2)C(c2cccs2)c2nnnn2C2CCCC2)cc1 (stereo not drawn)
9) O=C(CSc1nncc(=O)[nH]1)NCc1ccccc1
10) Cc1cc(=O)oc2cc(OCC(=O)OCC(=O)Nc3c(C)n(C)n(-c4ccccc4)c3=O)ccc12
entry no. | 6 | 7 | 8 | 9 | 10
Bcl-B Bim block | -1 | 2 | -3 | -3 | -2
RGS8-Gao reg | 103 | 89 | 98 | 105 | 99
Mcl1 Bid PPI | -18 | -14 | -2 | -18 | -15
GSH fluor | 7 | 22 | 13 | 24 | 7
Bim-Mcl-1 | -4 | 0 | -4 | 0 | -2
RGS4-Gao reg | 100 | 97 | 96 | 100 | 96
Bim-Bfl-1 | 0 | -1 | 0 | 3 | -5
Bcl-W Bim block | -2 | -1 | -1 | 1 | -3
Bim-Bcl-2 | 0 | 0 | -1 | 1 | -2
RGS7-Gao reg | 101 | 99 | 97 | 98 | 96
Bcl-XL Bim block | -1 | -1 | -4 | 0 | -1

11) O=C(CCc1nnc(-c2ccc3c(c2)OCO3)o1)NC(c1ccccn1)C(F)(F)F (stereo not drawn)
12) O=C(NCCN1CCN(C(=O)c2cc3ccccc3oc2=O)CC1)c1cc2ccccc2oc1=O
13) COc1ccc2[nH]c(C)c(CCNC(=S)Nc3ccccc3OC)c2c1
14) COc1ccc2c(c1)c(C(=O)N/N=C/c1ccc(OC)c(OC)c1)c(C)n2C
15) COc1ccc(NC(=O)CN2CCN(c3nc(-c4cccc(OC)c4)cs3)CC2)cc1
entry no. | 11 | 12 | 13 | 14 | 15
Bcl-B Bim block | -5 | 0 | -4 | -3 | -7
RGS8-Gao reg | 100 | 101 | 105 | 102 | 102
Mcl1 Bid PPI | -30 | 0 | -51 | -34 | -24
GSH fluor | 11 | 20 | 10 | 15 | 23
Bim-Mcl-1 | -3 | -2 | 0 | -5 | -2
RGS4-Gao reg | 101 | 101 | 102 | 97 | 101
Bim-Bfl-1 | -4 | -2 | -10 | -15 | -1
Bcl-W Bim block | -2 | -2 | -4 | -2 | -4
Bim-Bcl-2 | -3 | 0 | -6 | -11 | 0
RGS7-Gao reg | 89 | 98 | 102 | 93 | 101
Bcl-XL Bim block | 0 | -1 | -4 | -1 | -5

16) COc1ccc(CC(=O)NNC(=O)CSc2nnc(C)n2-c2ccccc2)cc1
17) Cc1ccc(S(=O)(=O)C2(C(=O)O)CCCC2)cc1C
18) Cc1cc(Nc2cccc(Cl)c2)nc(NCc2ccccc2)n1
19) CC(C)C1Cc2c(sc3c2c(=O)n(Cc2ccccc2)c2nncn32)CO1 (stereo not drawn)
20) Cc1ccc(-n2ncc3c(N4CCCC4)ncnc32)c(C)c1
entry no. | 16 | 17 | 18 | 19 | 20
Bcl-B Bim block | -2 | 4 | -6 | -6 | -5
RGS8-Gao reg | 98 | 103 | 113 | 100 | 87
Mcl1 Bid PPI | -4 | -10 | -3 | 5 | -9
GSH fluor | 13 | 6 | 9 | 30 | 10
Bim-Mcl-1 | 1 | 2 | 14 | 0 | -2
RGS4-Gao reg | 100 | 95 | 112 | 96 | 93
Bim-Bfl-1 | -17 | -1 | 2 | -6 | -5
Bcl-W Bim block | -3 | -1 | 0 | 0 | -4
Bim-Bcl-2 | -6 | 1 | -1 | -6 | -4
RGS7-Gao reg | 106 | 94 | 107 | 105 | 91
Bcl-XL Bim block | 0 | 0 | 0 | -7 | -3

21) COc1ccc(NC(=O)CCCC2CCCCC2)cc1S(=O)(=O)N1CCCCC1
22) O=C(CSc1nc2ccccc2[nH]1)c1ccc(Cl)s1
23) COc1cccc(-c2nnc(NC(=O)C3CCCCC3)o2)c1
24) COCc1nnc(NC(=O)CCSc2ccccc2)s1
25) O=C(c1cccc([N+](=O)[O-])c1)N1CCN(c2cccc(Cl)c2)CC1
entry no. | 21 | 22 | 23 | 24 | 25
Bcl-B Bim block | 0 | -14 | -4 | -5 | -5
RGS8-Gao reg | 102 | 97 | 99 | 100 | 104
Mcl1 Bid PPI | -16 | 4 | -16 | -8 | -31
GSH fluor | 8 | 10 | 17 | 17 | 6
Bim-Mcl-1 | 0 | -5 | -1 | -5 | -3
RGS4-Gao reg | 101 | 89 | 100 | 101 | 96
Bim-Bfl-1 | 0 | -3 | -11 | 0 | -3
Bcl-W Bim block | -1 | -4 | -2 | -2 | 0
Bim-Bcl-2 | 0 | -7 | -7 | -2 | -3
RGS7-Gao reg | 98 | 87 | 102 | 95 | 101
Bcl-XL Bim block | -5 | -6 | -6 | 0 | -4

26) CC(=O)Nc1ccc(S(=O)(=O)n2cnc(C)c2)cc1
27) COc1cccc(CNC(=O)C2CCN(S(=O)(=O)c3cccs3)CC2)c1
28) COC(=O)c1[nH]c2c(c1C)C(=O)CC(c1cc(OC)ccc1OC)C2 (stereo not drawn)
29) CC1CCCCN1CCCNC(=O)c1ccc2c(=O)n(CCc3ccccc3)c(=O)[nH]c2c1 (stereo not drawn)
30) C=CCNC(=O)COC(=O)COc1ccc(Cl)cc1
entry no. | 26 | 27 | 28 | 29 | 30
Bcl-B Bim block | -10 | -9 | -7 | -14 | 1
RGS8-Gao reg | 102 | 95 | 100 | 89 | 102
Mcl1 Bid PPI | 3 | 1 | -20 | -9 | -15
GSH fluor | 24 | 38 | 22 | 36 | 16
Bim-Mcl-1 | -6 | -1 | 0 | -4 | 0
RGS4-Gao reg | 100 | 86 | 100 | 85 | 99
Bim-Bfl-1 | -24 | -13 | -10 | -13 | 6
Bcl-W Bim block | -1 | -3 | 2 | -3 | 0
Bim-Bcl-2 | -14 | -9 | -6 | -13 | 3
RGS7-Gao reg | 101 | 90 | 99 | 90 | 98
Bcl-XL Bim block | -8 | -16 | -4 | -19 | 0

31) O=C(COc1ccc(C(=O)c2ccccc2)cc1)NC1CCCCC1
32) C=CCc1ccccc1OCCOc1ccc([N+](=O)[O-])cc1/C=N/NC(N)=O
33) CC(C)C(=O)Nc1cccc(NC(=O)c2cccc(Br)c2)c1
34) Cc1nc2ccc(NC(=S)NC3CC3)cc2nc1C
35) O=C(COC(=O)c1ccc(Br)c(S(=O)(=O)N2CCOCC2)c1)NCC1CCCO1 (stereo not drawn)
entry no. | 31 | 32 | 33 | 34 | 35
Bcl-B Bim block | -9 | -4 | -1 | -6 | -14
RGS8-Gao reg | 100 | 98 | 105 | 107 | 99
Mcl1 Bid PPI | 0 | -7 | -17 | -41 | -23
GSH fluor | 10 | 11 | 78 | 13 | 15
Bim-Mcl-1 | -6 | -1 | -3 | -2 | -8
RGS4-Gao reg | 104 | 100 | 107 | 103 | 98
Bim-Bfl-1 | -7 | -4 | -1 | -6 | -15
Bcl-W Bim block | -4 | -3 | 0 | 0 | -2
Bim-Bcl-2 | -4 | 0 | -4 | -5 | -16
RGS7-Gao reg | 103 | 103 | 108 | 102 | 98
Bcl-XL Bim block | -6 | -5 | 0 | -2 | -11

36) CCCS(=O)(=O)N1CCCC(C(=O)NCCCN(CC)c2cccc(C)c2)C1 (stereo not drawn)
37) COc1ccc(C(C)=O)c(OC(=O)c2ccco2)c1
38) Cc1ccc(Sc2ccc(NC(=O)CCl)cc2)c(C)c1
39) NC(=O)COc1ccc(NC(=O)OCc2ccccc2)cc1
40) COc1ccccc1C1C(C(=O)c2cc3ccccc3o2)=C(O)C(=O)N1CCN1CCOCC1 (stereo not drawn)
entry no. | 36 | 37 | 38 | 39 | 40
Bcl-B Bim block | -2 | 0 | -1 | -8 | -6
RGS8-Gao reg | 101 | 101 | 86 | 103 | 99
Mcl1 Bid PPI | x | -14 | 1 | -29 | -52
GSH fluor | 32 | 13 | 11 | 61 | 50
Bim-Mcl-1 | 1 | 0 | -4 | -5 | -1
RGS4-Gao reg | 98 | 98 | 95 | 104 | 101
Bim-Bfl-1 | -1 | 8 | 0 | -11 | -14
Bcl-W Bim block | 1 | 3 | 0 | 2 | 0
Bim-Bcl-2 | 0 | 1 | -4 | -9 | -8
RGS7-Gao reg | 101 | 105 | 92 | 102 | 99
Bcl-XL Bim block | 0 | -3 | 1 | -10 | 0

41) Cc1nn(-c2ccccc2)c(N2CCCC2)c1/C=N/NC(=O)c1cc(-c2cccnc2)nc2ccccc12
42) COc1ccc(C(=O)OCC(=O)N2CCCC2=O)c(OC)c1
43) COc1ccccc1C(=O)NC(=S)Nc1ccc(NC(=O)c2ccco2)cc1
44) COCCn1c(C)cc(C2=NNC(=Nc3ccc(F)cc3)SC2)c1C
entry no. | 41 | 42 | 43 | 44
Bcl-B Bim block | -6 | 0 | -7 | -3
RGS8-Gao reg | 103 | 101 | 101 | 100
Mcl1 Bid PPI | -28 | -22 | 1 | -77
GSH fluor | 12 | 13 | 14 | 19
Bim-Mcl-1 | -7 | 2 | 0 | 0
RGS4-Gao reg | 103 | 99 | 105 | 98
Bim-Bfl-1 | -3 | -3 | -1 | 26
Bcl-W Bim block | -5 | -1 | 0 | 3
Bim-Bcl-2 | -3 | -2 | 0 | 1
RGS7-Gao reg | 102 | 104 | 98 | 103
Bcl-XL Bim block | -5 | 0 | -3 | -2

Screens (PubChem)
